H9c2 TAG inh – inhibitors of triacylglycerol accumulation, primary screen, cell-based, uHTS, fluorescence, H9c2 | H9c2 cells, Nile Red lipid (TAG) fluorescence; cells loaded with 200 µM oleic acid | inhibition, % at 12.5 µM | hit rate 0.66% among 230,000 | AID 651582, 2012;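 active = pattern-corrected inhibition of lipid staining of at least 50% with the nuclear-stain viability signal not falling by more than 50%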;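 also: 0% = DMSO wells and 100% = triacsin C control wells; some results filed as inactive read as strong as hits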
H9c2 TAG inh DAPI viability – further read-out of H9c2 TAG inh, marked with its call; DAPI nuclei signal change (viability), lower = more cytotoxic, %;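 whole-well DAPI fluorescence read on a plate reader as a viability signal; minus 50 percent equals half of cells still viable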
Numbers without * were called inactive.

Results for O=C(CNC1CCN(Cc2ccccc2)CC1)Nc1ccc(S(=O)(=O)N2CCCCC2)cc1 ?
H9c2 TAG inh: 13; H9c2 TAG inh DAPI viability: 6

What do the screens show for `COc1cccc(-c2nnc3sc(C4CCCCC4)nn23)c1`?
H9c2 TAG inh: -5; H9c2 TAG inh DAPI viability: -2

Results for COc1ccc(CCN=Cc2ccccc2O)cc1OC ?
H9c2 TAG inh: 2; H9c2 TAG inh DAPI viability: -7

What do the screens show for `O=C(NCCN1CCN(c2ccccc2)CC1)C1CCCN(S(=O)(=O)c2cnc[nH]2)C1` (configuration not stated)?
H9c2 TAG inh: 7; H9c2 TAG inh DAPI viability: -1

How did CCN1CCCC1CNC(=O)c1ccc2c(=O)n(CCOC)c(=O)[nH]c2c1 (configuration not stated) do in these assays?
H9c2 TAG inh: -4; H9c2 TAG inh DAPI viability: -1

Results for O=C(NC1CCCC1)c1cc(S(=O)(=O)N2CCOCC2)c(Cl)cc1Cl ?
H9c2 TAG inh: 1; H9c2 TAG inh DAPI viability: -2

What do the screens show for `COc1cc(CN2CCN(C(=O)CC(C)C)CC2)c([N+](=O)[O-])cc1OC`?
H9c2 TAG inh: 2; H9c2 TAG inh DAPI viability: -12

Results for Nc1c(C(=O)NCc2ccco2)nnn1CC(=O)Nc1ccc2c(c1)OCO2 ?
H9c2 TAG inh: -2; H9c2 TAG inh DAPI viability: 0

Results for CCCCN1C(=O)C(CC(=O)NCc2cccc3ccccc23)CC(C(=O)N(CC)CC)=C1C (configuration not stated) ?
H9c2 TAG inh: 11; H9c2 TAG inh DAPI viability: 8

What do the screens show for `Cc1cc(Cl)c2ccc3ccccc3c2n1`?
H9c2 TAG inh: 0; H9c2 TAG inh DAPI viability: -6

How did COc1ccc(Cl)cc1NC(=O)C1CC(=O)N(C2CCCCC2)C1 (configuration not stated) do in these assays?
H9c2 TAG inh: 1; H9c2 TAG inh DAPI viability: -5

What do the screens show for `O=C(CSc1ccc(-c2cccnc2)nn1)Nc1ccccc1F`?
H9c2 TAG inh: 0; H9c2 TAG inh DAPI viability: -5

Results for Cc1cccc(NC(=O)NC2CCCCCCC2)c1C ?
H9c2 TAG inh: 0; H9c2 TAG inh DAPI viability: -6

Results for COc1ccc(CC(=O)N(C)CC(=O)Nc2ccc(F)cc2)cc1S(=O)(=O)N1CCOCC1 ?
H9c2 TAG inh: -16; H9c2 TAG inh DAPI viability: 1

What do the screens show for `Cc1ccc(NS(=O)(=O)c2ccc(C(=O)N3CCC3)cc2)cc1`?
H9c2 TAG inh: 3; H9c2 TAG inh DAPI viability: 2

How did Cc1cc(S(=O)(=O)N2CCN(CC(=O)N(C)Cc3ccccc3)CC2)ccc1Br do in these assays?
H9c2 TAG inh: -9; H9c2 TAG inh DAPI viability: 0

What do the screens show for `O=C(COC(=O)c1ccccc1F)Nc1cccnc1Cl`?
H9c2 TAG inh: 9; H9c2 TAG inh DAPI viability: -14

Results for CCCCn1cnc2c(oc3nc4c(cc32)CCCC4)c1=O ?
H9c2 TAG inh: 17; H9c2 TAG inh DAPI viability: -3

What do the screens show for `C=CCNC(=O)c1onc(CSc2ccc(F)cc2)c1C(=O)O`?
H9c2 TAG inh: 8; H9c2 TAG inh DAPI viability: -19

What do the screens show for `Cc1nc2ccccc2c(=O)n1-c1ccc(NS(=O)(=O)c2cc(F)ccc2F)cc1`?
H9c2 TAG inh: 10; H9c2 TAG inh DAPI viability: 5

How did O=C(NC1CCCC1)c1cc2cc(Br)ccc2o1 do in these assays?
H9c2 TAG inh: 0; H9c2 TAG inh DAPI viability: 4

Results for C[C@H]1CN([C@@H](C)CO)C(=O)c2cccc(NC(=O)Nc3ccc(C(F)(F)F)cc3)c2O[C@@H]1CN(C)C(=O)Nc1ccc(F)cc1 ?
H9c2 TAG inh: 37; H9c2 TAG inh DAPI viability: 4

How did O=C(COc1coc(CN2CCc3ccccc3C2)cc1=O)Nc1ccc(F)cc1 do in these assays?
H9c2 TAG inh: -8; H9c2 TAG inh DAPI viability: -2

Results for COc1ccc(CCNC(=O)c2ccccc2C(=O)NCCc2ccc(OC)cc2)cc1 ?
H9c2 TAG inh: 1; H9c2 TAG inh DAPI viability: 3

Results for O=C(NCc1ccccc1)N1CCN(c2ccc(F)cc2)CC1 ?
H9c2 TAG inh: 1; H9c2 TAG inh DAPI viability: 0

Results for O=C(CNC(=O)c1ccc(Br)cc1)c1ccccc1 ?
H9c2 TAG inh: -20; H9c2 TAG inh DAPI viability: 8

Results for Cc1ccc(-c2nc(CSCC(=O)Nc3cc(C)on3)c(C)o2)cc1 ?
H9c2 TAG inh: -22; H9c2 TAG inh DAPI viability: 8

What do the screens show for `Cc1c(C(=O)NNc2cc(=O)n(C)c(=O)n2C)cccc1[N+](=O)[O-]`?
H9c2 TAG inh: -26; H9c2 TAG inh DAPI viability: 6

What do the screens show for `O=C(CN1C(=O)CCC1=O)Nc1ccc(S(=O)(=O)N2CCOCC2)cc1`?
H9c2 TAG inh: -11; H9c2 TAG inh DAPI viability: 0

Results for CC1=C(C(=O)N(C)C)CC(CC(=O)NC(c2ccccc2)c2ccccc2)C(=O)N1Cc1ccc(C(C)(C)C)cc1 (configuration not stated) ?
H9c2 TAG inh: 11; H9c2 TAG inh DAPI viability: -4

How did CCOc1ccc(-c2nc(-c3cccnc3)no2)cc1OCC do in these assays?
H9c2 TAG inh: 12; H9c2 TAG inh DAPI viability: 5

Results for CC(C(=O)O)N1C(=O)CSc2ncccc21 (configuration not stated) ?
H9c2 TAG inh: 7; H9c2 TAG inh DAPI viability: -14

How did CCNC(=S)NN=C1c2ccccc2-c2ccccc21 do in these assays?
H9c2 TAG inh: -7; H9c2 TAG inh DAPI viability: -1

How did COc1cc(OC)cc(C(=O)NCC2CCCN(C(=O)c3csc(C)n3)C2)c1 (configuration not stated) do in these assays?
H9c2 TAG inh: 6; H9c2 TAG inh DAPI viability: -4

What do the screens show for `CCCNS(=O)(=O)c1ccc(CCC(=O)NCC2CCCO2)cc1` (configuration not stated)?
H9c2 TAG inh: 7; H9c2 TAG inh DAPI viability: -2

How did CC1Cc2ccccc2N1C(=O)CCN1C(=O)C2C3C=CC(C3)C2C1=O (configuration not stated) do in these assays?
H9c2 TAG inh: 9; H9c2 TAG inh DAPI viability: -8

How did COC(=O)Cc1ccc(NC(=S)Nc2ccc(N3CCOCC3)cc2)cc1 do in these assays?
H9c2 TAG inh: 14; H9c2 TAG inh DAPI viability: -5

How did CCOCCCn1c(SCC(=O)Nc2cccc(OC)c2)nc2ccccc2c1=O do in these assays?
H9c2 TAG inh: 20; H9c2 TAG inh DAPI viability: -6

What do the screens show for `Cc1ccc(OCC(=O)NN2C(=O)c3ccccc3C2=O)cc1`?
H9c2 TAG inh: 3; H9c2 TAG inh DAPI viability: -2

How did CC(C)n1c(Nc2ccccc2)nc2ccccc21 do in these assays?
H9c2 TAG inh: -20; H9c2 TAG inh DAPI viability: 8

What do the screens show for `CCOc1ccc(-n2nnc3c(=O)n(C/C=C/c4ccccc4)cnc32)cc1`?
H9c2 TAG inh: -6; H9c2 TAG inh DAPI viability: 6

How did CSc1nc(N(CCO)CCO)c2sc3nc(-c4ccco4)c4c(c3c2n1)CCC4 do in these assays?
H9c2 TAG inh: 9; H9c2 TAG inh DAPI viability: -8

Results for COC(=O)COc1ccc(S(=O)(=O)N2CCN(c3ccccc3F)CC2)cc1 ?
H9c2 TAG inh: 1; H9c2 TAG inh DAPI viability: -8

Results for COC(=O)c1ccc(CN2CCN(CCc3ccccc3)C(CCO)C2)cc1 (configuration not stated) ?
H9c2 TAG inh: -7; H9c2 TAG inh DAPI viability: 2

Results for COc1cc2c(C(=O)NCc3ccc4c(c3)OCO4)cn(CC(C)C)c(=O)c2cc1OC ?
H9c2 TAG inh: -8; H9c2 TAG inh DAPI viability: -3

Results for Cc1ccc(NC(=O)NC2CC(=O)N(c3ccc4c(c3)OCCO4)C2)cc1 (configuration not stated) ?
H9c2 TAG inh: -20; H9c2 TAG inh DAPI viability: 0

What do the screens show for `O=C(Nc1ccc(Cl)cn1)C1CC1`?
H9c2 TAG inh: -6; H9c2 TAG inh DAPI viability: -3

How did CCOC(=O)N1CCN(Cc2nc(N)nc(Nc3ccc(Oc4ccccc4)cc3)n2)CC1 do in these assays?
H9c2 TAG inh: 24; H9c2 TAG inh DAPI viability: -3

Results for CN(C)c1ccc(/C=N/NC(=O)C(O)c2ccc(Br)cc2)cc1 (configuration not stated) ?
H9c2 TAG inh: 7; H9c2 TAG inh DAPI viability: -8

How did CC(C)n1ncc2c(C(=O)NCc3cccnc3)cc(C3CC3)nc21 do in these assays?
H9c2 TAG inh: 11; H9c2 TAG inh DAPI viability: 2

What do the screens show for `O=C(c1ccc(-c2cccc(Cl)c2Cl)o1)N1CCOCC1`?
H9c2 TAG inh: 3; H9c2 TAG inh DAPI viability: 5

Results for O=C(COc1ccc2ccccc2c1Br)Nc1ccncc1 ?
H9c2 TAG inh: -34; H9c2 TAG inh DAPI viability: 1

How did C[C@H]1CN([C@@H](C)CO)C(=O)Cc2cc(NC(=O)C3CC3)ccc2O[C@H]1CN(C)Cc1ccc(C(=O)O)cc1 do in these assays?
H9c2 TAG inh: -14; H9c2 TAG inh DAPI viability: -4

How did CCSc1nnc(NC(=O)CN2C(=O)NC3(CCCC3)C2=O)s1 do in these assays?
H9c2 TAG inh: -12; H9c2 TAG inh DAPI viability: -7

How did CCCCCc1ccc(-c2cn(Cc3ccc4ccccc4c3)nn2)cc1 do in these assays?
H9c2 TAG inh: -22; H9c2 TAG inh DAPI viability: -3

How did O=C(NCc1ccco1)C(Cc1ccccc1)NS(=O)(=O)c1cccc2nsnc12 (configuration not stated) do in these assays?
H9c2 TAG inh: 10; H9c2 TAG inh DAPI viability: 7

Results for CC(=O)Nc1ccc(C=NNc2ccc(S(=O)(=O)Nc3ccccc3C(=O)O)cc2[N+](=O)[O-])cc1 ?
H9c2 TAG inh: 6; H9c2 TAG inh DAPI viability: 3

How did S=C(NCCCCN(Cc1ccc(Cl)cc1)c1ccc(Br)cn1)NCCCc1cnc[nH]1 do in these assays?
H9c2 TAG inh: -14; H9c2 TAG inh DAPI viability: 10

What do the screens show for `Cc1cccc2sc(NNC(=O)c3ccc(S(=O)(=O)N4CCc5ccccc5C4)cc3)nc12`?
H9c2 TAG inh: 15; H9c2 TAG inh DAPI viability: -9

Results for COc1ccc(CNc2nc(C)c([N+](=O)[O-])c(C)c2C#N)cc1 ?
H9c2 TAG inh: -30; H9c2 TAG inh DAPI viability: -3

Results for CCc1nn2c(N)c(/C=C3\C=Nc4ccccc43)c(=O)nc2s1 ?
H9c2 TAG inh: 9; H9c2 TAG inh DAPI viability: -11

What do the screens show for `Cc1cc(C(=O)N2CCCC(C(=O)c3cccc4ccccc34)C2)nc(C)n1` (configuration not stated)?
H9c2 TAG inh: -7; H9c2 TAG inh DAPI viability: -3

What do the screens show for `Cn1ncc(C#N)c1NC(=O)c1cc(-c2ccccc2Cl)on1`?
H9c2 TAG inh: 6; H9c2 TAG inh DAPI viability: -15

How did O=C(O)c1cnn2c1NC(c1cccs1)CC2C(F)(F)F (configuration not stated) do in these assays?
H9c2 TAG inh: 0; H9c2 TAG inh DAPI viability: -3

How did CCc1ccc(C(=O)COC(=O)CNC(=O)COc2ccccc2)cc1 do in these assays?
H9c2 TAG inh: 0; H9c2 TAG inh DAPI viability: 6

What do the screens show for `O=C(CN1C(=O)c2ccccc2S1(=O)=O)c1ccc2c(c1)OCCO2`?
H9c2 TAG inh: -3; H9c2 TAG inh DAPI viability: 1

How did COc1ccc(CNC(=O)C(C)c2ccc([N+](=O)[O-])cc2)cc1 (configuration not stated) do in these assays?
H9c2 TAG inh: -15; H9c2 TAG inh DAPI viability: 10

What do the screens show for `O=C(NC(=S)Nc1ccc2[nH]c(=O)[nH]c2c1)c1ccccc1F`?
H9c2 TAG inh: 8; H9c2 TAG inh DAPI viability: 2

Results for CC(C)N1C(=O)CCC1C(=O)NCc1cccs1 (configuration not stated) ?
H9c2 TAG inh: 12; H9c2 TAG inh DAPI viability: -5

Only part of the results is shown; count on the stated rates, not on these rows.
